NCI-60 one-dose screen, 48 h, at 10 µM unless noted. Numbers give growth in % (100 = growth as untreated, 0 = no growth, -100 = all killed).
UACC-62 – UACC-62 melanoma | 81,000 compounds, 5.4% hits
SK-MEL-5 – SK-MEL-5 melanoma; 80,000 compounds, 6.4% hits; AID 1794755
SK-MEL-2 – SK-MEL-2 melanoma; 77,000 compounds, 4.7% hits
MALME-3M – MALME-3M melanoma | 78,000 compounds, 5.8% hits | AID 1794766
UACC-257 – UACC-257 melanoma. 78,000 compounds, 4.4% hits
LOX IMVI – LOX IMVI melanoma; 79,000 compounds, 7.4% hits; AID 1794757
SK-MEL-28 – SK-MEL-28 melanoma | 81,000 compounds, 4.1% hits
HS 578T – HS 578T breast cancer; 78,000 compounds, 4.1% hits
* marks the source's active call; other numbers are inactive results; x = not tested or not shown. How the source made its calls: active means growth percent below 10; inactive means the rest.

Keys – A = UACC-62; B = SK-MEL-5; C = SK-MEL-2; D = MALME-3M; E = UACC-257; F = LOX IMVI; G = SK-MEL-28; H = HS 578T
1) CN1CCN(c2ccc(-c3c(C#N)c(-c4ccc(Cl)cc4)nc4c3c(-c3ccccc3)nn4-c3ccccc3)cc2)CC1
  A: 92 | B: 99 | C: 103 | D: 94 | E: 95 | F: 93 | G: 105 | H: 108
2) CCCCCN1C=C/C(=C\C(=O)N(C)c2ccc(Br)cc2)c2ccccc21
  A: 94 | B: 98 | C: 109 | D: 97 | E: 95 | F: 88 | G: 105 | H: 99
3) C[Se]CC[C@H](N)C(=O)O
  A: 102 | B: 109 | C: 106 | D: 101 | E: 102 | F: 101 | G: 110 | H: 106
4) O=S(=O)(/N=c1\c2ccccc2cnn1C1=NCCN1S(=O)(=O)c1ccccc1)c1ccccc1
  A: 93 | B: 94 | C: 104 | D: 101 | E: 104 | F: 97 | G: x | H: 101
5) CCCC1OC(CCc2ccccc2)OCC1CC (configuration not stated)
  A: 105 | B: 106 | C: 117 | D: 120 | E: 89 | F: 110 | G: 107 | H: 101
6) O=C(c1ccccc1)c1ccc(Sc2ccc([N+](=O)[O-])cc2)cc1
  A: 59 | B: 65 | C: 92 | D: 86 | E: 88 | F: 86 | G: 93 | H: 82
7) CCOC(=O)C1CCN(S(=O)(=O)/N=C2/NC(=O)NC2=C(Cl)Cl)CC1
  A: -31* | B: 14 | C: -23* | D: -60* | E: 20 | F: -65* | G: -8.7* | H: 24
8) Nc1nc2c(ncn2[C@H]2O[C@@H](CO)[C@H](O)[C@@H]2O)c(=O)[nH]1
  A: 103 | B: 103 | C: 111 | D: 117 | E: 106 | F: 103 | G: 107 | H: 103
9) Cc1c(C(=O)Nc2nc3ccccc3s2)nnn1-c1ccccc1F
  A: 68 | B: 77 | C: 90 | D: 88 | E: 94 | F: 96 | G: 97 | H: 96
10) O=C(NCc1ccccc1)c1cccc(N=Cc2c(O)ccc3ccccc23)c1
  A: 86 | B: 91 | C: 88 | D: 70 | E: 99 | F: 81 | G: 109 | H: 71
11) CC1(c2ccc(-c3ccccc3)cc2)NC(=O)NC1=O (configuration not stated)
  A: 93 | B: 97 | C: 111 | D: 101 | E: 108 | F: 99 | G: 96 | H: 104
12) CCOC(=O)/C=C(/C)N
  A: 105 | B: 107 | C: 97 | D: 105 | E: 97 | F: 96 | G: 117 | H: 100
13) O=C(Nc1ccc(-n2ccc3c(NC(=O)c4ccccc4)nccc32)cc1)c1ccc(Cl)c(C(F)(F)F)c1
  A: 41 | B: 27 | C: 53 | D: 58 | E: 59 | F: -29* | G: 55 | H: x
14) C[C@H](C#Cc1ccc(Cc2ccc(F)cc2)s1)N(O)C(N)=O
  A: 89 | B: 95 | C: 106 | D: 96 | E: 113 | F: 93 | G: 99 | H: 86
15) CC(=O)C1=C(C)Nc2nc3ccccc3n2C1c1ccc2c(c1)OCO2 (configuration not stated)
  A: 94 | B: 102 | C: 130 | D: 105 | E: 111 | F: 95 | G: 107 | H: 100
16) CCOC(=O)c1nn(-c2ccccc2)cc1/C=C1\SC(=S)N(CCC(=O)O)C1=O
  A: 90 | B: 99 | C: 106 | D: 96 | E: 92 | F: 96 | G: 106 | H: 98
17) Cc1nc(NCc2ccco2)c2cn[nH]c2n1
  A: 94 | B: 100 | C: 103 | D: 105 | E: 95 | F: 108 | G: 114 | H: 110
18) COc1cc2c(cc1NC(=O)CCCN1C(=O)c3ccccc3C1=O)oc1ccccc12
  A: 95 | B: 91 | C: 107 | D: 81 | E: 102 | F: x | G: 111 | H: x
19) COc1cccc2c1OC(c1ccc3noc(-c4ccc(C)cc4)c3c1)N1N=C(c3ccccc3)CC21 (configuration not stated)
  A: 97 | B: 110 | C: x | D: 106 | E: 103 | F: 98 | G: 114 | H: 105
20) CCOC(=O)C1=C(C)NC(=O)NC1c1c(Cl)n(Cc2ccccc2)c2ccccc12 (configuration not stated)
  A: 59 | B: 78 | C: 108 | D: 89 | E: 86 | F: 92 | G: 82 | H: 90
21) Cn1cc(C(=O)c2nc(-c3cn(C)c4ccc(F)cc34)no2)c2cc(F)ccc21
  A: 88 | B: 94 | C: 102 | D: 96 | E: 95 | F: 97 | G: 110 | H: 87
22) Nc1c(Br)cc(O)c2c1C(=O)c1ccccc1C2=O
  A: 87 | B: 97 | C: 55 | D: 89 | E: 89 | F: 34 | G: 112 | H: 89
23) O=C(O)c1ccccc1S(=O)(=O)O
  A: 102 | B: 111 | C: 107 | D: 125 | E: 109 | F: 101 | G: 111 | H: 113
24) C[C@H]1CC2C([C@@H](O)C[C@@]3(C)C2CC[C@]3(O)C(=O)CO)[C@@]2(C)C=CC(=O)C=C12 (some centres not stated)
  A: 113 | B: 103 | C: 113 | D: 87 | E: 98 | F: 92 | G: 108 | H: 125
25) COc1ccc(-c2cc(-c3nnc(SC/C(=N\O)c4ccccc4)n3-c3ccccc3)c3cc(OC)ccc3n2)cc1
  A: 93 | B: 103 | C: 86 | D: 116 | E: 104 | F: 101 | G: 111 | H: 103

Single records, from the list above:
Entry for O=C(O)c1ccccc1S(=O)(=O)O = UACC-62 = 102; SK-MEL-5 = 111; SK-MEL-2 = 107; MALME-3M = 125; UACC-257 = 109; LOX IMVI = 101; SK-MEL-28 = 111; HS 578T = 113
Entry for Nc1nc2c(ncn2[C@H]2O[C@@H](CO)[C@H](O)[C@@H]2O)c(=O)[nH]1 = UACC-62 = 103; SK-MEL-5 = 103; SK-MEL-2 = 111; MALME-3M = 117; UACC-257 = 106; LOX IMVI = 103; SK-MEL-28 = 107; HS 578T = 103

(cont.)
Keys – A = UACC-62; B = SK-MEL-5; C = SK-MEL-2; D = MALME-3M; E = UACC-257; F = LOX IMVI; G = SK-MEL-28; H = HS 578T
26) FC(F)(F)c1nnc2n1NC(c1ccccc1)=CS2
  A: 78 | B: 96 | C: 97 | D: 97 | E: x | F: 95 | G: 108 | H: 99
27) CCCCCCCCCCCCCC[n+]1ccc(C(N)=O)cc1
  A: 0.7* | B: -83* | C: -32* | D: x | E: 9.7* | F: -49* | G: 43 | H: -15*
28) O=C(C(Cl)Cl)N(Cc1ccccc1)Cc1ccccc1
  A: 86 | B: 99 | C: 103 | D: 97 | E: 100 | F: 95 | G: 104 | H: 98
29) CCC1=CCC[C@@]2(C)CCC[C@@]3(C)CCCC(C)(C)[C@]1([O-])[O+]32
  A: 103 | B: 101 | C: 110 | D: 107 | E: 105 | F: x | G: 97 | H: 93
30) Cc1c(Cl)cccc1NC(=O)c1sc2nc3c(cc2c1N)CCCCCC3
  A: 32 | B: 29 | C: 12 | D: 58 | E: 60 | F: 41 | G: 59 | H: 25
31) CCCCCNN
  A: 96 | B: 86 | C: 100 | D: 80 | E: 102 | F: 95 | G: 103 | H: 96
32) C#CCOc1ccc(/C=N/Nc2nc(-c3ccc(F)cc3)cs2)cc1OCC#C
  A: 96 | B: 71 | C: 108 | D: 131 | E: 104 | F: 98 | G: 111 | H: 96
33) Clc1nccc2c(-c3csc(-c4c[nH]c5ccccc45)n3)c[nH]c12
  A: 44 | B: 56 | C: 79 | D: 80 | E: -29* | F: 28 | G: 24 | H: 45
34) O=C(Cn1cc(CN2C(=O)c3ccccc3S2(=O)=O)nn1)Nc1ccc(F)cc1F
  A: 84 | B: 101 | C: 93 | D: 96 | E: 99 | F: 95 | G: 106 | H: 98
35) NC(N)=NCCCC(N)C(=O)NC(CCC(=O)O)C(=O)O (configuration not stated)
  A: 96 | B: 101 | C: 85 | D: 93 | E: 87 | F: 107 | G: 111 | H: 102
36) CN1CCN(c2ccc(Nc3nc(NCCNC(=O)c4c(F)cccc4F)c4sccc4n3)cc2)CC1
  A: 84 | B: 44 | C: 107 | D: 83 | E: 82 | F: 57 | G: 94 | H: 69
37) CCn1cc(C2=C(c3cccc4ccccc34)C(=O)NC2=O)c2cc(Br)ccc21
  A: 112 | B: 79 | C: 107 | D: 129 | E: 135 | F: 67 | G: 114 | H: 56
38) O=C(Nc1ccc(-c2nc(-c3cccc(OCCN4CCOCC4)c3)c(-c3ccnc(Br)c3)[nH]2)cc1)Oc1ccccc1
  A: 84 | B: 91 | C: 94 | D: 94 | E: 103 | F: 78 | G: 98 | H: 79
39) CC/C(Cc1ccccc1)=C(/c1ccc(O)cc1)c1ccc(OCCN2CCCCC2)cc1
  A: 98 | B: 93 | C: 103 | D: 102 | E: 87 | F: 54 | G: 98 | H: 76
40) O=Cc1c[nH]c2ncccc12
  A: 99 | B: 104 | C: 114 | D: 146 | E: 107 | F: 96 | G: 118 | H: 109
41) C=CCn1c(SCC(=O)Nc2ccc(C(=O)/C=C/c3cc(OC)c(OC)c(OC)c3)cc2)nnc1-c1ccc(OC)cc1
  A: -6.5* | B: 1.1* | C: 15 | D: 46 | E: 14 | F: -44* | G: 10 | H: 33
42) N#Cc1nnc2cc(-c3ccccc3)nn2c1-c1cccs1
  A: 87 | B: 90 | C: 116 | D: 86 | E: 94 | F: 101 | G: 112 | H: 80
43) COc1cccc(-c2nn(-c3ccccc3)cc2-c2ccnc(NCCNS(=O)(=O)c3cccc(F)c3)c2)c1
  A: x | B: 27 | C: 16 | D: 78 | E: x | F: 38 | G: x | H: 40
44) O=c1[nH]cnc2c1ncn2C1O[C@H](CO)[C@@H](O)[C@H]1O (some centres not stated)
  A: 111 | B: 111 | C: x | D: 131 | E: 105 | F: 105 | G: 110 | H: 119
45) NS(=O)(=O)Oc1ccc(NC(=O)c2ccc(Cl)cc2)cc1
  A: 101 | B: 98 | C: 108 | D: 116 | E: 109 | F: 101 | G: 111 | H: 107
46) COc1cc(-c2csc(NC(=O)Nc3ccc(F)cc3F)n2)cc(OC)c1OC
  A: 48 | B: 46 | C: 99 | D: 69 | E: x | F: 67 | G: 95 | H: 78
47) Clc1ccc(-c2ccc(-c3nn4c(-c5ccccc5)nnc4s3)o2)cc1
  A: 97 | B: 101 | C: 111 | D: 114 | E: 104 | F: 107 | G: 97 | H: 106
48) Cc1cccc(Cl)c1NC(=O)Nc1nnc2c3c4c(sc3ncn12)CCCC4
  A: 88 | B: 99 | C: 100 | D: 119 | E: 104 | F: 95 | G: 116 | H: 105
49) C=CCN=c1sc(-c2ccc3ccccc3c2)cn1NC(=O)c1cc2ccc1CCc1ccc(cc1)CC2
  A: 53 | B: -10* | C: 86 | D: 77 | E: 49 | F: 60 | G: 72 | H: 59
50) CN(CCCCCl)P(=O)(OCc1ccc([N+](=O)[O-])o1)C(F)(F)c1ccc(CC(=O)NC[C@@H](O)/C=C\[C@@H](O)[C@H](CO)Cc2ccccc2)cc1 (some centres not stated)
  A: 74 | B: 97 | C: 66 | D: 92 | E: 92 | F: 60 | G: 98 | H: 103

An excerpt of these results, screen by screen:
(3) C[Se]CC[C@H](N)C(=O)O
(4) O=S(=O)(/N=c1\c2ccccc2cnn1C1=NCCN1S(=O)(=O)c1ccccc1)c1ccccc1

screen / no.	3	4
UACC-62	102	93
SK-MEL-5	109	94
SK-MEL-2	106	104
MALME-3M	101	101
UACC-257	102	104
LOX IMVI	101	97
SK-MEL-28	110	x
HS 578T	106	101

(next part)
Keys – A = UACC-62; B = SK-MEL-5; C = SK-MEL-2; D = MALME-3M; E = UACC-257; F = LOX IMVI; G = SK-MEL-28; H = HS 578T
51) NCCCc1nnc(CCC(=O)c2nc3ccccc3[nH]2)o1
  A: 90 | B: 108 | C: x | D: 82 | E: 113 | F: 91 | G: 105 | H: 112
52) CC(=O)C1CCC2C(CCC3=CC(=O)CCC32)C1 (configuration not stated)
  A: 89 | B: 78 | C: 98 | D: 103 | E: 92 | F: 100 | G: 100 | H: 46
53) CC(=O)N(c1ccccc1)C(C)C
  A: 108 | B: 108 | C: 113 | D: 100 | E: 110 | F: 103 | G: 121 | H: 99
54) Cc1cc([N+](=O)[O-])ccc1NC(=O)N(C)CCOC(=O)Nc1ccccc1
  A: 41 | B: 58 | C: 64 | D: 77 | E: 71 | F: 78 | G: 85 | H: 56
55) COc1ccc2[nH]cc(-c3nc(-c4c[nH]c5ncccc45)cs3)c2c1
  A: 50 | B: 48 | C: 33 | D: x | E: -57* | F: x | G: 70 | H: 58
56) Brc1ccc(C2c3[nH]c4ccccc4c3C(c3ccc(Br)cc3)c3c2[nH]c2ccccc32)cc1 (configuration not stated)
  A: 94 | B: 104 | C: 105 | D: 97 | E: 99 | F: 95 | G: 99 | H: 101

Arranged by count of non-hydrogen atoms (high to low): some entries from above.
Keys – A = UACC-62; B = SK-MEL-5; C = SK-MEL-2; D = MALME-3M; E = UACC-257; F = LOX IMVI; G = SK-MEL-28; H = HS 578T
56) Brc1ccc(C2c3[nH]c4ccccc4c3C(c3ccc(Br)cc3)c3c2[nH]c2ccccc32)cc1 (configuration not stated)
  A: 94 | B: 104 | C: 105 | D: 97 | E: 99 | F: 95 | G: 99 | H: 101
55) COc1ccc2[nH]cc(-c3nc(-c4c[nH]c5ncccc45)cs3)c2c1
  A: 50 | B: 48 | C: 33 | D: x | E: -57* | F: x | G: 70 | H: 58
51) NCCCc1nnc(CCC(=O)c2nc3ccccc3[nH]2)o1
  A: 90 | B: 108 | C: x | D: 82 | E: 113 | F: 91 | G: 105 | H: 112

Screens (PubChem)
